Screening data (PubChem BioAssay)
UBC13 polyUb – blocks human UBC13 polyubiquitin chain formation | P61088 | TR-FRET | inhibition, % at 20 µM | hit rate 0.47% among 330,000 | AID 485273; in the data active means inhibition above about 45%, passing the limit was not always enough; inconclusive means no clear call, values can overlap the other calls
Target sequence (P61088 whole entry, looked up): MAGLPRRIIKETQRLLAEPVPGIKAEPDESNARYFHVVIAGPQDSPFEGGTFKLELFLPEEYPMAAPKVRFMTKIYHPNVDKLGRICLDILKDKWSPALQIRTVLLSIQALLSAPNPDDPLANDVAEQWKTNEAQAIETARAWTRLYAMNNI
Jurkat NFkB inh – inhibitors of the PMA/ionomycin-induced NF-kB reporter in Jurkat cells; hit rate 0.53% among 330,000; PMA/ionomycin-induced NF-kB luciferase reporter, luminescence; inhibition, % at 4 µM; AID 435003
697 NFkB inh – inhibitors of the PMA/ionomycin-induced NF-kB reporter in 697 B cells; 697 B-cell NF-kB luciferase reporter, 16 h; inhibition, % at 4 µM; hit rate 0.33% among 330,000; AID 435022; in the data active means inhibition above about 35%
Apaf1 inhib – blocks human Apaf-1 apoptosome activity; AID 489030; reconstituted apoptosome caspase-3 activity, DEVD-Rh110 fluorescence; hit rate 0.71% among 330,000; O14727; inhibition, % at 20 µM; active means inhibition of at least 40% at 20 µM;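 further: plate controls were DMSO wells for no effect and DEVD-CHO caspase inhibitor wells for full effect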
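Material: reconstituted apoptosome with Apaf-1, cytochrome c, caspase-9, procaspase-3, dATP. Technique: Rh110 fluorescence intensity. Buffer or medium: pH 7.5 Hepes buffer with CHAPS, BSA, DTT. Times: 30 min plus 50 min, RT.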
Gli-Sufu antag – antagonists of Gli-Sufu signaling | Sufu-KO-LIGHT fibroblasts, Gli luciferase reporter luminescence | inhibition, % at 5 µM | hit rate 0.74% among 340,000 | AID 588413;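 active means inhibition above about 55%, limit read from the data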;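 further: 0% = DMSO-treated cells and 100% = wells with medium but no cells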
EBI2 antag – blocks human EBI2 receptor beta-arrestin signaling | EBI2 beta-arrestin recruitment, luminescence, 7a,25-OHC stimulated | inhibition, % at 5 µM | AID 651636 | P32249 | hit rate 0.81% among 360,000; in the data active means inhibition above about 38%;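 further: enzyme fragment complementation signal reports receptor beta-arrestin coupling in cells; 0% = agonist plus DMSO wells and 100% = wells without agonist; some results beyond the cut were filed as inactive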
CCR6 antag – CCR6 (human) receptor antagonism. AID 493098. inhibition, % at 20 µM. CHO-K1 CCR6 PathHunter beta-arrestin, luminescence, CCL20-stimulated. hit rate 0.49% among 340,000;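 active means compounds whose inhibition of the agonist-driven luminescence signal at 20 µM reaches about 50%, limit read from the data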;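 further: cells stimulated with CCL20 at 14 nM final; plate controls were DMSO with CCL20 for no effect and DMSO without agonist for full effect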
Target sequence (P51684 whole entry, looked up): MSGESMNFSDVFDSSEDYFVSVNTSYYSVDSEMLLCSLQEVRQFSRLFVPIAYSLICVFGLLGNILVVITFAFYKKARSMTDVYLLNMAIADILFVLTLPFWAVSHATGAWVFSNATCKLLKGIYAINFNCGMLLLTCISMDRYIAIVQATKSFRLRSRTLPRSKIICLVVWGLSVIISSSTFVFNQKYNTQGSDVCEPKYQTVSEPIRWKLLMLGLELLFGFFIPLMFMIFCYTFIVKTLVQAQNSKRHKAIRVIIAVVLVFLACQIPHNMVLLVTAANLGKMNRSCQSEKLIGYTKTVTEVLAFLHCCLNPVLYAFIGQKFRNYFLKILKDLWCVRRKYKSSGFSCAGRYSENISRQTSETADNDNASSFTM
SENP8 block – SENP8 protease inhibition | Q96LD8 | purified SENP8, Z-RLRGG-aminoluciferin cleavage, luminescence | inhibition, % at 10 µM | hit rate 1.2% among 330,000 | AID 2540
Target sequence (Q96LD8 whole entry, looked up): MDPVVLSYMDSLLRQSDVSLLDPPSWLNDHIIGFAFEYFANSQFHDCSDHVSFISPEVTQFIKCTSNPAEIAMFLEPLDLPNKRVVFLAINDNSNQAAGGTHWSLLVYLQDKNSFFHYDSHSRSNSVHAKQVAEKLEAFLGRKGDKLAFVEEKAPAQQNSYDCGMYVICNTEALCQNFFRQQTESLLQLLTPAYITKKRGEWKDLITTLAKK
The depositor's hits bear a star; ? = inconclusive. Unless noted, no stated cut-off is given here; in the data, active means inhibition above about 50%; inactive means the rest. Only part of the results is shown (hit frequency here may not be typical).

1	Cc1ccc(OCC(=O)N(Cc2ccc(C)o2)C2CCS(=O)(=O)C2)cc1 (stereo not drawn)
2	COc1ccc(N2CCN(CC(=O)c3ccc(O)c(C)c3O)CC2)cc1
3	CC1CCC(CN2CCN=C2Nc2ccccc2)CC1 (stereo not drawn)
4	COc1ccc(-c2ocnc2C(=O)Nc2ccc(N3CCOCC3)cc2N2CCOCC2)cc1OC
5	O=[N+]([O-])c1ccccc1S(=O)(=O)NC1CC2CCC1C2 (stereo not drawn)
6	COc1ccc(-c2cc(C(=O)N/N=C(\C)c3ccco3)c3ccccc3n2)c(OC)c1

| Assay by compound | 1 | 2 | 3 | 4 | 5 | 6 |
| --- | --- | --- | --- | --- | --- | --- |
| UBC13 polyUb | 2 | -1 | 1 | 0 | 0 | -5 |
| Jurkat NFkB inh | -1 | 5 | 13 | 16 | 5 | -17 |
| 697 NFkB inh | -8 | -10 | 10 | 6 | 4 | 8 |
| Apaf1 inhib | -4 | 0 | -3 | 14 | -2 | 9 |
| Gli-Sufu antag | -3 | 14 | 26 | 14 | 2 | 6 |
| EBI2 antag | -3 | -8 | -2 | 25 | -4 | -20 |
| CCR6 antag | 8 | -3 | -9 | 5 | -6 | 7 |
| SENP8 block | -7 | -4 | 7 | 1 | 3 | -12 |

7	Cc1ccc(N(C(=O)C(F)(F)F)C(C(=O)NC2CCCCC2)c2cccs2)cc1 (stereo not drawn)
8	Cc1ccc(S(=O)(=O)Nc2c(C)n(C)n(-c3ccccc3)c2=O)cc1C(=O)NCc1ccccc1
9	Cc1ccc(S(=O)(=O)c2nnn3c2nc(N2CCOCC2)c2ccccc23)cc1
10	C=CCC[C@H](Cc1ccc(F)cc1)C(=O)OC[C@@H](Cc1c[nH]c2ccccc12)NC(=O)[C@@H](CC=C)CC(=O)N[C@@H](CO)Cc1ccccc1
11	COCC(C)NC(=O)c1cc(OC)cc(OC)c1 (stereo not drawn)
12	O=C(Nc1ccccc1N1CCCCC1)c1ccco1

| Assay by compound | 7 | 8 | 9 | 10 | 11 | 12 |
| --- | --- | --- | --- | --- | --- | --- |
| UBC13 polyUb | -5 | -14 | -4 | 9 | -10 | 0 |
| Jurkat NFkB inh | 14 | -11 | 2 | 17 | 2 | -6 |
| 697 NFkB inh | 8 | 7 | 13 | -5 | 16 | 3 |
| Apaf1 inhib | -14 | 4 | 12 | 11 | -5 | 9 |
| Gli-Sufu antag | -1 | -5 | 8 | -7 | -2 | 6 |
| EBI2 antag | 10 | 0 | -1 | 13 | -2 | -2 |
| CCR6 antag | 7 | -6 | 6 | 4 | -8 | 6 |
| SENP8 block | 7 | -15 | 3 | 1 | 0 | 6 |

Along the list, quoted from above.
Compounds 7–12 in CCR6 antag: 7, -6, 6, 4, -8, 6
Compounds 7–12 in Gli-Sufu antag: -1, -5, 8, -7, -2, 6

Remaining list, next part.
13	CCC(C)NC(=O)CN(c1cc(Cl)ccc1OC)S(C)(=O)=O (stereo not drawn)
14	COc1ccc(NC(=O)c2ccccc2NC(=O)C2CCCO2)cc1 (stereo not drawn)
15	Cc1ccccc1-n1c(=O)cc(N2CCc3ccccc32)[nH]c1=O
16	CC(c1ccccc1)N1CC(C(=O)N2CCCC(C(N)=O)C2)CC1=O (stereo not drawn)
17	CCn1nnnc1SCC(=O)c1cc(OC)ccc1OC
18	CC(C)CC(=O)NC1(C(F)(F)F)C(=O)N(Cc2ccccc2)C2=C1C(=O)CC(C)(C)C2 (stereo not drawn)

| Assay by compound | 13 | 14 | 15 | 16 | 17 | 18 |
| --- | --- | --- | --- | --- | --- | --- |
| UBC13 polyUb | 14 | 0 | -60 | 10 | 1 | -6 |
| Jurkat NFkB inh | 14 | -29 | 14 | 10 | -2 | -10 |
| 697 NFkB inh | 9 | -20 | 0 | 12 | 9 | 4 |
| Apaf1 inhib | -6 | 1 | 3 | -7 | -14 | 6 |
| Gli-Sufu antag | -6 | -51 | 63* | 11 | -1 | 7 |
| EBI2 antag | -6 | -3 | 4 | -16 | -5 | 1 |
| CCR6 antag | 0 | 0 | -1 | -1 | 1 | 5 |
| SENP8 block | -5 | -7 | 4 | 0 | 8 | -3 |

19	CN(C)S(=O)(=O)c1ccc(Cl)c(C(=O)Nc2cccc([N+](=O)[O-])c2)c1
20	CCn1c(=O)c(C(=O)NCc2ccc(Cl)cc2)c(O)c2ccccc21
21	C[C@@H]1CN([C@@H](C)CO)C(=O)c2cccc(NC(=O)C3CCCCC3)c2O[C@@H]1CN(C)C(=O)NC1CCCCC1
22	CC1CCCC(C)N1C(=O)COC(=O)c1cc(S(=O)(=O)N2CCOCC2)ccc1Cl (stereo not drawn)
23	Cc1[nH]c2ccccc2c1C(=O)CSc1ccccn1
24	C=CCn1c(SCC(=O)O)nc2sc(CC)cc2c1=O

| Assay by compound | 19 | 20 | 21 | 22 | 23 | 24 |
| --- | --- | --- | --- | --- | --- | --- |
| UBC13 polyUb | 16 | ? | 2 | 0 | -2 | -4 |
| Jurkat NFkB inh | 24 | 14 | 7 | -18 | -8 | -1 |
| 697 NFkB inh | 1 | 2 | -21 | -7 | 9 | 3 |
| Apaf1 inhib | -1 | -2 | 25 | -6 | 4 | 4 |
| Gli-Sufu antag | 0 | 0 | 17 | -2 | -15 | 3 |
| EBI2 antag | -5 | -7 | 4 | -12 | -8 | -11 |
| CCR6 antag | -6 | -9 | 6 | 0 | 12 | -3 |
| SENP8 block | 3 | 4 | -2 | -6 | 5 | -6 |

Four compounds picked at random from those above:
16	CC(c1ccccc1)N1CC(C(=O)N2CCCC(C(N)=O)C2)CC1=O (stereo not drawn)
19	CN(C)S(=O)(=O)c1ccc(Cl)c(C(=O)Nc2cccc([N+](=O)[O-])c2)c1
21	C[C@@H]1CN([C@@H](C)CO)C(=O)c2cccc(NC(=O)C3CCCCC3)c2O[C@@H]1CN(C)C(=O)NC1CCCCC1
9	Cc1ccc(S(=O)(=O)c2nnn3c2nc(N2CCOCC2)c2ccccc23)cc1

| Assay by compound | 16 | 19 | 21 | 9 |
| --- | --- | --- | --- | --- |
| UBC13 polyUb | 10 | 16 | 2 | -4 |
| Jurkat NFkB inh | 10 | 24 | 7 | 2 |
| 697 NFkB inh | 12 | 1 | -21 | 13 |
| Apaf1 inhib | -7 | -1 | 25 | 12 |
| Gli-Sufu antag | 11 | 0 | 17 | 8 |
| EBI2 antag | -16 | -5 | 4 | -1 |
| CCR6 antag | -1 | -6 | 6 | 6 |
| SENP8 block | 0 | 3 | -2 | 3 |

(list continues)
25	CCN(CCCNC(=O)CCn1c(=S)[nH]c2cc3c(cc2c1=O)OCO3)c1cccc(C)c1
26	O=C(Nc1ccc(NC(=O)c2ccccc2O)cc1)Nc1ccc(F)cc1F
27	CCc1nnc(NC(=O)c2ccc(Br)c(S(=O)(=O)N3CCOCC3)c2)s1
28	NS(=O)(=O)c1ccc(CCNC(=O)C(=O)NCC2OCCN2S(=O)(=O)c2ccc(F)cc2)cc1 (stereo not drawn)
29	CC1CCCCN1C(=O)CSc1nnc(-c2ccc(Cl)s2)o1 (stereo not drawn)
30	COc1ccc(NC(=O)C(C)Oc2ccc(/C(C)=N\O)cc2)cc1 (stereo not drawn)

| Assay by compound | 25 | 26 | 27 | 28 | 29 | 30 |
| --- | --- | --- | --- | --- | --- | --- |
| UBC13 polyUb | 9 | 12 | -6 | 0 | 3 | 1 |
| Jurkat NFkB inh | 14 | 0 | 4 | -8 | -34 | -22 |
| 697 NFkB inh | -18 | -32 | -20 | 10 | -33 | -10 |
| Apaf1 inhib | 2 | -2 | -1 | -3 | 3 | -4 |
| Gli-Sufu antag | 21 | -10 | -6 | -6 | -39 | -12 |
| EBI2 antag | 8 | -1 | -2 | -2 | 6 | 19 |
| CCR6 antag | 27 | 9 | 1 | 7 | 8 | -6 |
| SENP8 block | -2 | -9 | -5 | 1 | 6 | -7 |
